AddAB inh – less growth of phage-infected E. coli with AddAB. E. coli expressing H. pylori AddAB, absorbance growth. actives 0.29% (n = 330,000). inhibition, % at 11.9 µM; in the data active = inhibition above about 12%;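 also: 0% = vehicle wells of infected cells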
Tat transport – inhibitors of E. coli Tat protein transport; E. coli MC4100 TorA-mCherry Tat export, fluorescence; inhibition, % at 10 µM; actives 0.036% (n = 340,000); AID 488895;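 active = mean replicate inhibition at least 50% and at least half of replicates individually reaching 50%; inconclusive = only one of the two criteria met; inactive = neither criterion met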;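 also: exported cargo escapes ClpAP degradation while cytoplasmic cargo is degraded and loses fluorescence; 0% = median of neutral control wells and 100% = median of NaSCN control wells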
E coli growth – reduces bacterial viability in AddAB counter-screen; E. coli V3065 growth, OD600 absorbance, 18 h; inhibition, % at 11.9 µM; actives 0.27% (n = 330,000);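 active = inhibition above the campaign's mean inhibition across all tested compounds plus 3 SD, cut at about 9.9% in these data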;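 also: uninfected addAB+ strain grown without phage in ampicillin broth; 0% = DMSO wells and 100% = ciprofloxacin 0.95 µg/ml wells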
SR-BI DiI-HDL act – activators of SR-BI mediated HDL lipid uptake | CHO ldlA[mSR-BI] cells, DiI-HDL uptake fluorescence, 3 h; 100 = double the neutral-control signal | activation, % at 12.5 µM | actives 0.096% (n = 320,000) | AID 504775;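 active = mean replicate activation of at least 60% and every replicate at or above 60%; inconclusive = mean or all-replicate condition met, but not both; inactive = mean below 60% and not all replicates reaching 60%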;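 also: 0% = median plate neutral-control signal and 100% = twice that signal; values of inactives mirror those of a sister screen read the other way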
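System: CHO ldlA[mSR-BI] cells / Medium: HEPES-buffered (25 mM, pH 7.4) F12 plus 0.5% BSA / Probe or stimulus: labelled HDL, 10 µg/mL / Doses: single compound concentration, delivered by pin transfer / Schedule: 3 h, 37 °C / Measured by: DiI fluorescence, bottom read / Measure: cell-associated DiI fluorescence as measure of HDL uptake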
phage Ecoli inh – E. coli growth loss with phage present; growth absorbance; inhibition, % at 11.9 µM; actives 0.26% (n = 360,000); AID 651602; in the data active = inhibition above about 11%
MITF TRPM1 HTS – increases MITF-driven TRPM1 promoter luciferase signal. SK-MEL-5 TRPM1-promoter luciferase, 24 h; % of positive control, neutral wells = 0. activation, % at 12.5 µM. actives 0.75% (n = 300,000);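 active = mean activation of at least 80% with every replicate also reaching 80%; inconclusive = mean reaches 80% but some replicate falls short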;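 also: 0% = neutral control wells and 100% = parthenolide positive control wells; values of inactives mirror those of a sister screen read the other way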
CAL PDZ FP-1 – blocks peptide binding to human CAL PDZ domain. Q9HD26. purified CAL PDZ, TMR-peptide fluorescence polarization, 1 h. inhibition, % at 20 µM. actives 0.02% (n = 330,000). AID 504414;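 active = highest replicate inhibition of at least 40%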;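 also: plate controls were DMSO neutral control wells for no effect and unlabeled competitor peptide control wells for full effect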
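Material: tagged CAL PDZ domain; buffer or medium: 25 mM sodium phosphate pH 7.4, 150 mM NaCl, TCEP, IgG, Thesit; compound dosing: single point, 20 µM; schedule: 1 h incubation at room temperature before polarization reading; measured by: FP readout, S and P plane fluorescence; read-out basis: percent inhibition from loss of millipolarization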
SR-BI HDL uptake – inhibitors of mouse SR-BI mediated HDL lipid uptake. Q61009. ldlA[mSR-BI] CHO cells, DiI-HDL uptake fluorescence, 3 h. inhibition, % at 12.5 µM. actives 0.96% (n = 320,000). AID 488896;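 active = mean replicate inhibition of at least 70% and a set share of replicates each scoring 70 or more; inconclusive = meets just one of the two criteria; inactive = fails both criteria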;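 also: 0% = median of neutral control wells and 100% = median of positive control wells; values of inactives mirror those of a sister screen read the other way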
Target sequence (Q61009 whole entry, looked up): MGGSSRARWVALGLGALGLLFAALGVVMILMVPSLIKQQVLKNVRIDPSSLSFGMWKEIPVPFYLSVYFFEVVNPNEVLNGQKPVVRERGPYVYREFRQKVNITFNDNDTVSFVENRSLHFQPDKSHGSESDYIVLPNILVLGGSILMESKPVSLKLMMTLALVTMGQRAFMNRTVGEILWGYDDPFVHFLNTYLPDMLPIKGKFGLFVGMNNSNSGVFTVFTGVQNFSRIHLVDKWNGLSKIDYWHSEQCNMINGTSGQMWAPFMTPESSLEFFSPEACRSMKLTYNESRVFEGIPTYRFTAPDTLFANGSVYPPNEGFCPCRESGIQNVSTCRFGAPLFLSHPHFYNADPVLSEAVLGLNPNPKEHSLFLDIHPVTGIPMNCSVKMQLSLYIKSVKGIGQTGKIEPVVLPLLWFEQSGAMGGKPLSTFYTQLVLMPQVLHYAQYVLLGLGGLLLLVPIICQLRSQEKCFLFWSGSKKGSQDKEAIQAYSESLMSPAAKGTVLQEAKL
Wnt act – activators of Wnt/beta-catenin signaling | Wnt/beta-catenin reporter cell assay, activator, plate reader | activation, % at 9.35 µM | actives 1.2% (n = 300,000) | AID 743398; in the data active = activation above about 30%, passing the limit was not always enough; inconclusive = no clear call, values can overlap the other calls;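 also: 0% = neutral control wells and 100% = positive control wells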
CAL PDZ FP-2 – CAL PDZ (human) peptide binding inhibition; Q9HD26; purified CAL PDZ, TMR-peptide fluorescence polarization, 1 h; inhibition, % at 24.9 µM; actives 0.92% (n = 300,000); AID 602252;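 active = mean inhibition of at least 30% with at least half of replicates also reaching 30%; inconclusive = no clear call, values can overlap the other calls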;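 also: 0% = DMSO neutral control and 100% = excess unlabeled competitor peptide PRC23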
Starred values were filed as active, the others as inactive; ? = inconclusive; / = no result given.

compound,AddAB inh,Tat transport,E coli growth,SR-BI DiI-HDL act,phage Ecoli inh,MITF TRPM1 HTS,CAL PDZ FP-1,SR-BI HDL uptake,Wnt act,CAL PDZ FP-2
[O-][n+]1onc2c1CCC1N(O)C(c3ccccc3)CC21O (stereo not drawn),0.8,-5.4,-2.9,14.0,2.0,-9.3,-1.6,-14.0,/,-3.0
CC1CCN(CC(=O)Nc2ccccc2-c2ccccc2)CC1,1.6,13.0,-0.7,-21.7,3.6,5.6,-0.8,21.7,2.6,-8.6
O=C(NC1CCC(NC(=O)C(F)(F)C(F)F)CC1)C(F)(F)C(F)F (stereo not drawn),0.8,-5.1,3.0,-2.8,2.1,2.2,-5.1,2.8,/,/
O=C1CNC(=S)N1Cc1ccc(F)cc1,4.4,5.2,2.7,11.3,/,6.9,-0.7,-11.3,/,/
CN(/C=C/C(=C\C=[N+](C)c1ccccc1)OCCCS(=O)(=O)[O-])c1ccccc1,2.6,-3.5,0.8,4.8,-1.8,-12.3,-1.3,-4.8,-0.2,-5.1
CC1(C)C(=O)Nc2ccccc2N1C(=O)COC(=O)CNS(=O)(=O)c1ccc(F)c(F)c1F,2.4,27.3,1.8,-13.7,-0.4,0.3,-1.8,13.7,2.9,-2.3
CC(=O)Nc1ccc(OC(=O)N2CCCC2)cc1,3.0,-11.9,-0.2,-13.7,2.5,/,0.0,13.7,0.6,-5.3
Cc1cc(C(=O)N/N=C/c2ccc([N+](=O)[O-])cc2)c2ccccc2n1,4.8,3.2,3.6,-22.9,0.3,-27.2,0.2,22.9,-11.6,-4.6
Cc1c(C)c2ccc(OCC(=O)Nc3nccs3)cc2oc1=O,4.4,-1.0,-2.3,14.3,2.2,-11.2,-3.0,-14.3,22.1,1.2
CCC(C(=O)NCc1ccco1)N(C(=O)CNS(=O)(=O)c1ccccc1)c1ccc(F)cc1 (stereo not drawn),2.6,-0.2,0.9,/,0.5,-1.9,-2.2,/,-1.0,-0.4
Cn1nc(C(C)(C)C)cc1C(=O)NNC(=O)c1cccc(Cl)c1,2.6,-5.3,2.6,-13.0,1.1,/,0.7,13.0,1.0,3.9
CCOC(=O)COc1cc(Br)c(C2NC(=O)NC(C)=C2C(C)=O)cc1OCC (stereo not drawn),0.4,0.7,0.1,-17.9,1.8,-13.3,-1.3,17.9,/,-2.6
CC(C)=C1C(=O)NN(c2ccc(C)c(Cl)c2)C1=O,-1.1,9.3,-1.3,-7.5,1.7,-2.7,0.2,7.5,0.0,-4.6
O=C(CSc1nc2ccccc2c(=O)[nH]1)N1CCN(c2ccccc2F)CC1,2.2,?,-1.6,2.2,-1.1,4.3,-1.0,-2.2,-1.4,-8.9
O=C(NCc1ccccc1)C1CCN(S(=O)(=O)N2CCOCC2)CC1,-0.2,4.0,0.2,24.5,1.7,3.2,-0.6,-24.5,2.5,0.2
CCOC(=O)c1c(C)oc2cc(Br)c(OC(C)C(=O)OCC)cc12 (stereo not drawn),1.8,10.8,2.6,-30.2,2.0,/,-1.7,30.2,2.6,-1.3
COc1ccc(NC(=O)c2cc(-c3ccc(C)c(C)c3O)n[nH]2)cc1Cl,-0.2,8.2,1.3,-53.4,3.2,8.5,/,53.4,1.8,2.3
Cc1cc(C)n(-c2nc(-c3ccccc3)cs2)n1,0.8,-2.8,-0.4,24.3,-0.5,45.5,-5.1,-24.2,/,-4.7
O=C1c2ccccc2C(=O)N1C1CCCCC1,1.6,-6.5,1.3,1.3,3.2,/,0.0,-1.3,-1.5,-2.1
CCOc1ccc2ccccc2c1/C=N/n1cncn1,2.1,-2.1,-2.2,9.0,3.3,-10.1,-1.7,-9.0,4.4,12.9

More entries:
compound,AddAB inh,Tat transport,E coli growth,SR-BI DiI-HDL act,phage Ecoli inh,MITF TRPM1 HTS,CAL PDZ FP-1,SR-BI HDL uptake,Wnt act,CAL PDZ FP-2
CCCCCCn1cc(C(=O)O)c(=O)c2cc(F)c(N3CCCCC3)cc21,-1.1,4.1,1.3,-21.3,1.2,-3.4,/,21.3,-2.0,-2.4
COc1cccc(C(=O)NC2C(=O)N3C(C(=O)O)=C(COC(C)=O)CSC23)c1 (stereo not drawn),1.3,0.1,-0.3,9.0,0.7,-1.0,0.3,-9.0,4.6,/
O=C(NCC1CCCO1)c1c(O)c2cccc3c2n(c1=O)CCC3 (stereo not drawn),1.3,-2.5,3.0,-5.2,1.0,7.1,-1.7,5.2,-0.1,-2.8
COCCCNC(=S)N1CCC(NC(=O)c2ccco2)CC1,0.3,-3.2,5.0,/,3.4,0.9,0.4,/,-1.4,2.2
CCOc1ccc(S(=O)(=O)NCCC(=O)NC2CCN(Cc3ccccc3)CC2)cc1,-1.0,12.1,-0.1,-2.9,2.2,-8.5,-0.7,2.9,-4.2,1.7
CCOc1nc2cnccc2n(CC(=O)Nc2c(C)cccc2CC)c1=O,4.2,-6.5,-0.2,8.5,1.2,0.0,-0.9,-8.5,0.2,-1.1
O=C(Cn1ccc2ccccc2c1=O)NCCC(=O)N1CCN(C2CCCCC2)CC1,0.0,-10.6,-1.2,-4.2,2.5,/,-0.4,4.2,/,-3.6
Cc1cc(C(F)(F)F)c(C#N)c(SCC(=O)NC(C)(C)C)n1,2.1,-14.6,-0.5,-48.2,3.6,8.1,-1.0,48.2,/,/
CC1(C)CCCC(C)(C)N1CC(O)COCCOc1ccc(Br)cc1 (stereo not drawn),1.9,-2.1,0.8,22.6,1.8,10.5,-2.0,-22.6,-0.6,-2.6
O=C(NCC1CCCO1)c1cn(-c2ccccc2)nc1-c1ccc(F)cc1 (stereo not drawn),2.0,7.2,-1.2,-28.7,1.8,7.3,20.2,28.7,0.7,-1.8
CCCn1c(=O)c(C(=O)Nc2ccccc2C(=O)OC)c(O)c2ccccc21,2.6,-1.6,0.9,/,1.6,-18.1,-1.6,-23.7,/,2.7
COc1ccc(C(=O)NCCN2CCN(C(=O)c3ccc(OC)c(OC)c3)CC2)cc1OC,1.9,0.9,0.3,-64.0,0.1,1.0,-1.9,64.0,1.7,-2.0
COc1ccccc1Cn1c(=O)c2ccccc2n2c(Sc3ncnc4sccc34)nnc12,-1.6,-2.9,1.0,10.4,4.4,-30.8,-6.4,-10.4,-16.3,-8.8
CC(=O)Nc1ccc(S(=O)(=O)N2CCN=C2c2ccccc2)cc1,5.0,2.8,-0.1,9.1,-0.6,3.8,-2.2,-9.1,-0.6,-0.9
COc1ccc(CN(C)C(C)C(=O)Nc2ccc(S(=O)(=O)N3CCCCC3)cc2)c(OC)c1 (stereo not drawn),-1.6,7.8,-3.0,-2.9,1.5,-12.7,0.0,2.9,-5.5,9.8
CC(=O)c1ccccc1NC(=O)COC(=O)CN1C(=O)C2CCCCC2C1=O (stereo not drawn),1.2,6.2,2.5,2.8,-0.7,-7.2,-0.7,-2.8,-5.3,40.0*
C#CCOc1ccc(/C=C2/C(=O)ON=C2C)cc1OCC,0.2,-10.7,-1.6,25.4,-3.0,-26.7,/,-25.4,-1.5,-1.4
Cc1ccccc1NC(=S)NC(C)C(c1ccccc1)N1CCN(C)CC1 (stereo not drawn),0.4,-1.8,2.4,19.0,0.8,22.6,-0.7,-19.0,-0.4,8.7
CCN(CC)C(=O)c1ccccc1NS(=O)(=O)c1cccs1,1.6,-5.1,1.7,10.0,2.1,-9.9,0.1,-10.0,0.0,-2.7
CC(=O)Nc1ccc(S(=O)(=O)N2CCN(C(=O)c3ncoc3-c3ccccc3C)CC2)cc1,3.6,0.9,0.9,/,-2.7,-4.3,-1.3,/,-0.5,13.4

Next entries.
compound,AddAB inh,Tat transport,E coli growth,SR-BI DiI-HDL act,phage Ecoli inh,MITF TRPM1 HTS,CAL PDZ FP-1,SR-BI HDL uptake,Wnt act,CAL PDZ FP-2
Oc1ccc(C(=S)N2CCCCC2)cc1,1.8,-1.7,1.8,12.8,1.6,-1.6,0.2,-12.8,/,-2.7
Cc1c(C(=O)N2CCCCC2CCN2CCCC2=O)oc2c(F)cccc12 (stereo not drawn),3.3,3.3,-0.6,-1.3,0.7,4.2,-3.1,1.3,-0.8,-1.7
CC1CN(Cc2ccccc2)c2nc3c(c(=O)n(C)c(=O)n3C)n2C1 (stereo not drawn),1.5,-0.5,1.0,6.5,/,1.6,-1.5,-6.5,2.1,1.4
O=C(Cc1ccccc1)Nc1ccccc1Sc1ccccc1,-1.4,10.0,-2.5,-2.9,-0.2,-1.6,-0.6,2.9,/,-4.0
Cn1c(SCC(=O)NC2CCCC2)nnc1-c1ccncc1,2.1,-0.8,1.9,29.1,2.9,-4.6,-3.3,-29.1,-0.7,0.8
CCOc1ccc(C(=O)NCc2cccnc2)cc1,-1.2,1.7,1.7,16.2,3.7,-4.0,-0.7,-16.2,/,5.6
O=C1CSC(c2cccnc2)N1Cc1ccc(Cl)cc1 (stereo not drawn),-0.1,3.8,-1.8,7.8,-0.8,10.4,-0.8,-7.8,35.3*,/
CN(C)C(C(=O)NC1CCCCC1)c1ccc(Cl)cc1 (stereo not drawn),3.8,4.2,2.4,13.7,0.6,3.0,-2.9,-13.7,/,2.4
COc1cc(/C=C2\SC(=S)N(C(Cc3ccccc3)C(=O)O)C2=O)ccc1O (stereo not drawn),2.6,2.5,0.3,/,2.3,3.0,-3.4,/,3.0,-12.4
CCOc1ccc(NC(=O)CSc2nnc(Cc3csc(C)n3)o2)cc1,0.6,5.2,1.3,-2.8,2.7,-9.2,-1.0,2.8,-0.9,-2.3
OC1(c2ccc(OC(F)F)cc2)CSC(=Nc2cccnc2)N1C1CC1 (stereo not drawn),0.2,0.9,-0.1,20.9,2.0,-32.9,-2.0,-20.9,-13.0,-0.4
Cc1ccc(S(=O)(=O)CCC(=O)OC(C)C(=O)NC2CCCCC2C)cc1 (stereo not drawn),1.3,8.0,3.1,18.7,1.9,-0.7,-0.8,-18.7,-1.9,-7.4
COc1ccc(/C=C2\SC(=O)N(CCNC(=O)C3CCN(S(=O)(=O)c4cccs4)CC3)C2=O)cc1,1.4,12.3,-2.0,-3.5,3.7,64.6,-0.3,3.5,/,-4.3
CCOC(=O)N1CCN(Cc2nc(-c3cccc(C)c3)no2)CC1,3.4,-2.0,0.6,19.7,1.9,-5.7,-2.1,-19.7,-1.4,/
S=c1[nH]nc(-c2ccc(Cl)cc2Cl)n1-c1ccc(Cl)cc1,4.3,-1.3,2.1,-1.2,2.8,/,-0.5,1.2,-1.6,-3.2

Compound activity as filed in PubChem.
